# TAAR1 antag: antagonists of human TAAR1; AID 624466; actives 1.5% (n = 360,000); CHO RD-HGA16 TAAR1, Fluo-8 calcium fluorescence, antagonist; Q96RJ0; inhibition, % at 3 µM;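 active = inhibition above a per-plate cutoff, the mean inhibition of test compounds on that plate plus 3 SD, cut at about 49% in these data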;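 note: 0% = DMSO plus EC80 beta-PEA response and 100% = DMSO alone without agonist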
# Target sequence (Q96RJ0 whole entry, looked up): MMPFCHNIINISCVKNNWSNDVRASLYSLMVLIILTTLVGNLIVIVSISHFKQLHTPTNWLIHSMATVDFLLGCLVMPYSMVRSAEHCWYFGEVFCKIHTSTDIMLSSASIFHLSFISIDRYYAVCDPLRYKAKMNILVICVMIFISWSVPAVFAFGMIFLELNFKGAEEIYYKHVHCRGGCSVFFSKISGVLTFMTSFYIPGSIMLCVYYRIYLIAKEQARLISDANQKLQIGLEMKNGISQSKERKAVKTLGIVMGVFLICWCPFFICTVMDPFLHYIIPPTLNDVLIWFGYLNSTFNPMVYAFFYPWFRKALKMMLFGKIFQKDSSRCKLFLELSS
#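 test system = CHO RD-HGA16 cells bearing hTAAR1 | replication = singlicate | controls = DMSO-only wells and EC80 β-PEA-stimulated wells | reagent = EC80 β-phenethylamine stimulus | read-out basis = percent inhibition of PEA-evoked calcium signal, max/basal emission ratio | schedule = seeding 17-24 h prior, 75-min 37 °C, 30-min RT dye loading | signal = kinetic Fluo-8 calcium fluorescence measurement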
# CHO-K1 Ca ag: counter-screen for M1 agonists: effect in parental CHO-K1 cells. Fluo-8 calcium fluorescence; scaled to maximal ATP response, vehicle zero. activation, % at 3 µM. actives 0.48% (n = 360,000). AID 602248; in the data active = activation above about 15%;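 note: untransfected CHO-K1 host cells lacking M1 receptor as counterscreen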
# TAAR1 ag: human TAAR1 agonism | Q96RJ0 | CHO RD-HGA16 TAAR1, Fluo-8 calcium fluorescence; vehicle wells 0%, saturating PEA agonist 100% | activation, % at 3 µM | actives 0.99% (n = 360,000);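 active = activation above the mean activation of all test compounds in the run plus 3 SD, cut at about 38% in these data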
#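 Repeats: no replicates (n 1) | Material: CHO-derived RD-HGA16 cells with stable Gα16 and human TAAR1 | Technique: Kinetic Fluo-8 calcium fluorescence | Schedule: 17-24 h seeding, 75 min 37 °C dye, 30 min RT | Evaluation: % activation from peak over basal fluorescence ratio, DMSO-to-PEA scaled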
# CHO-K1 Ca PAM: nonselective activator or artifact in parental CHO-K1 calcium assay; AID 602247; actives 0.02% (n = 360,000); activation, % at 3 µM; ATP EC20, Fluo-8 calcium fluorescence; 0% at ATP EC20, 100% at ATP max;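 active = activation above the run cutoff, the mean activation of all test compounds plus 3 SD, cut at about 40% in these data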;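 note: peak over basal fluorescence ratio in a 140 s read after ATP addition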
# OXTR potentiator: human OXTR potentiation. activation, % at 3 µM. CHO-OTR cells, Fluo-8 calcium fluorescence, potentiator mode; 0% = oxytocin EC15, 100% = EC100. actives 0.061% (n = 320,000). P30559;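 active = activation above that plate's cutoff, the mean activation of tested compounds plus 3 SD, cut at about 6.6% in these data, passing the limit was not always enough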;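 note: 100% uses oxytocin at 75 nM as the full agonist control; some results filed as inactive read as strong as hits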
# Target sequence (P30559 whole entry, looked up): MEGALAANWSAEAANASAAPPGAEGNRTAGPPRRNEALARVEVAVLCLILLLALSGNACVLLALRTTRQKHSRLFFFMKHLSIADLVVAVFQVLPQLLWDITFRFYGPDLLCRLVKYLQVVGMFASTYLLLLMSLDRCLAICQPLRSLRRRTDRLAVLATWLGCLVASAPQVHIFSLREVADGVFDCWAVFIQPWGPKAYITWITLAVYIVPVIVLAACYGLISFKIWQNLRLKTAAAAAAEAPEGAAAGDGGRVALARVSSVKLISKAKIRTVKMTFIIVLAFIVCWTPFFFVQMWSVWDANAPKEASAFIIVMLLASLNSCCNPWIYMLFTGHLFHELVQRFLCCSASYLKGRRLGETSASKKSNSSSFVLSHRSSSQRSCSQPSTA
#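 System: human OTR in CHO cells / Also added: sub-maximal oxytocin, roughly EC15 / Control set: EC15 oxytocin low, 75 nM oxytocin high / Schedule: 6 min compound pre-incubation at room temperature, 100 s kinetic read / Compound: single-point 3.0 µM / Replication: singlicate / Technique: Fluo-8 calcium dye fluorescence / Read-out basis: % activation of max/min ratio relative to oxytocin controls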
# M1 ag: human M1 muscarinic receptor agonism. P11229. CHO-K1 hM1, Fluo-8 calcium fluorescence, agonist mode; 0% DMSO, 100% acetylcholine EC100. activation, % at 3 µM. actives 0.33% (n = 360,000);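 active = activation above the run's mean compound activation plus 3 SD, cut at about 16% in these data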;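 note: peak over basal fluorescence ratio within a 140 s kinetic read after compound addition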
# CHO parental Ca: counter-screen for OX1R antagonists: effect in parental CHO cells; parental CHO-K1, ATP-induced calcium, Fluo-8 fluorescence; inhibition, % at 5.6 µM; actives 0.63% (n = 330,000); AID 463079;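 active = inhibition above that plate's mean sample inhibition plus 3 SD, cut at about 26% in these data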;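 note: 0% = ATP-challenged DMSO wells and 100% = DMSO wells without ATP; some compounds past the cut are filed as inactive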
#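 Material: Parental CHO cells | Reagent: ATP | Compound dosing: Single nominal dose of 5.6 µM per compound | Detection: Intracellular calcium via Fluo-8 no-wash fluorescent dye | Read-out: % inhibition of ATP-induced calcium mobilization | Benchmarks: Low control ATP plus DMSO, high control DMSO only | Replicates: Singlicate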
# CHO-K1 Ca antag: counter-screen for M1 antagonists: effect in parental CHO-K1 cells; ATP-induced calcium, Fluo-8 fluorescence; inhibition, % at 3 µM; actives 0.6% (n = 360,000); AID 602250;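 active = inhibition above a per-plate cutoff, the plate's mean sample inhibition plus 3 SD, cut at about 24% in these data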;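 note: 0% = DMSO plus EC80 ATP and 100% = DMSO alone without ATP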
# CHRM1 antagonist: human CHRM1 antagonism; CHO-K1 hM1, Fluo-8 calcium fluorescence, ACh EC80 antagonist; inhibition, % at 3 µM; actives 1.3% (n = 360,000);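 active = percent inhibition above its own plate's cutoff, namely the mean of that plate's compound wells plus 3 SD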;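 note: peak over basal fluorescence ratio during 140 s after agonist addition; 0% = ACh EC80 plus DMSO and 100% = DMSO alone without agonist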
# Starred values were filed as active, the others as inactive; / = no result given; & = joins results of further samples. Compounds as they come. About 4.2% of those tested had a hit in this group.
SMILES,TAAR1 antag,CHO-K1 Ca ag,TAAR1 ag,CHO-K1 Ca PAM,OXTR potentiator,M1 ag,CHO parental Ca,CHO-K1 Ca antag,CHRM1 antagonist
Cc1ncc(CN2CCC(CO)(Cc3ccccc3)CC2)s1,12,0.4,0,8,2,-4,-17,-8,-2
CCOC(=O)C1(Cc2cccc(F)c2)CCN(C(=O)Cc2cccnc2)CC1,-9,1.3,7,14,-6,-3,3,-7,-6
Cc1ccc2cc(-c3noc(C4CCCCC4)n3)c(=O)[nH]c2c1,-15,0.2,1,16,-1,0,-4,-5,-18
Cc1nn(-c2nc3ccccc3[nH]2)c(N)c1-c1ccccc1,12,0.1,20,10,-7,0,-15,-7,1
COC(=O)C1=C(CSCc2ccco2)NC(=O)NC1c1cc(C)ccc1C (stereo not given),0,1.2,1,23,-10,-1,-22,-9,-19
CCc1noc(C)c1C(=O)N(CC)CC(=O)NCc1ccc(Cl)cc1,14,0.6,3,11,7,-6,-13,-20,1
CC(=O)CCc1oc2ccc(C)cc2c1-c1ccc(C)o1,-27,0.3,8,-14,2,-3,-27,-7,1
COc1cc(C)c(CN2CCC(n3nccc3NC(=O)C3CC3)CC2)cc1C,-34,2.3,1,-1,-3,-1,-9,5,9
Cc1ccc(-c2ccc(CCC(=O)O)n2NC(N)=S)cc1,-4,0.4,0,20,2,-2,13,-6,-12
Cc1ccc2nc(NCCc3ccc(Cl)cc3)c3nncn3c2c1,-27,-0.1,6,18,-3,-3,-20,-14,-1
O=C(CCS(=O)(=O)c1ccc(F)cc1)Nc1nnc(-c2ccc(F)cc2)o1,1,0.7,0,13,3,-3,-3,8,-3
N#Cc1c(N2C(=O)C3C4C=CC(C4)C3C2=O)sc2c1CCC2 (stereo not given),7,0.4,11,-3,-7,3,-16,14,-13
O=C1CCCC(O)=C1N=Nc1c(Cl)cc(Cl)cc1Cl,-9,0.6,1,24,-7,-6,-6,-14,-11
Cc1c(C(=O)O)oc2ccc(S(=O)(=O)N3CCC(C)CC3)cc12,-10,-0.2,12,8,-5,2,-14,-4,-37
CC(C)(C)C(=O)Cn1ncc(N2CCOCC2)c(Br)c1=O,-9,0.5,1,-3,-3,-7,5,-7,-7
CCOc1ccc(/C=N/Nc2ccccn2)cc1OC,2,0.9,1,0,-8,-4,-6,-6,-4
O=C(O)c1cccc(N=NN2CCOCC2)c1,7,-0.2,7,26,7,-6,-7,-15,-6
COc1ccc2c(c1)/C(=C\c1cccc(/C=C3/C(=O)Nc4ccc(OC)cc43)n1)C(=O)N2,21,0.5,7,1,/,-3,/,-9,-5
CC(=O)NC1N=C(C)N(c2ccccc2)C1=O (stereo not given),-6,0.1,-1,27,-8,-4,-9,-12,-16
O=c1nc2cccc3c2=c(/c1=C(\O)c1ccccc1)c1ccccc1c3=O,22,0.2,6,20,-4,-2,-16,-4,-2
O=[N+]([O-])c1ccc(S(=O)(=O)Nc2ccc(S(=O)(=O)N3CCCC3)cc2)cc1,-4,1.4,1,7,-1,2,1,-17,-17
O=C(COC(=O)c1ccccc1)NCc1ccco1,-25,-0.1,4,-5,-7,-1,10,11,-14
CCCCN(CC(=O)NCc1ccc(F)cc1)C(=O)c1ccco1,8,0.1,4,4,-3,-3,1,-12,0
Cc1cc(=O)oc2cc(NC(=O)c3ccccc3C(=O)O)ccc12,0,1.5,4,9,-10,-3,11,-12,-3
N#C/C(=C/c1ccc2c(c1)OCO2)C(=O)Nc1ccc(O)cc1,4,0.7,-1,19,-4,-4,-7,-13,-9
CCC(C)NC(=O)CSc1nc2ccsc2c(=O)n1NC(=O)c1ccccc1 (stereo not given),11,-0.2,0,25,-6,-5,-3,-8,-6
O=C(NCC(c1ccco1)N1CCN(c2ccc(F)cc2)CC1)OCc1ccccc1 (stereo not given),0,1.6,0,8,-9,-7,-12,-6,2
CN1CCN(S(=O)(=O)c2cccc(C(=O)N(c3ccccn3)C3CCCCC3)c2)CC1,-18,0.3,2,7,-1,-6,-18,-4,6
CCN(C(=O)CN1CCCC(C)C1)c1c(N)n(Cc2ccccc2)c(=O)[nH]c1=O (stereo not given),1,0.6,2,7,2,-2,-7,-6,-11
COc1ccc2cc(C(=O)N3CCN(c4ccccc4OC)CC3)[nH]c2c1,-12,1.8,8,10,-9,0,-13,2,-16
Cc1[nH]c2ccc3c(ncn3CCC#N)c2c1C,-5,0.2,8,-5,3,-4,2,8,1
COc1ccc(C(c2nnnn2C2CCCCC2)N2CCN(C/C=C/c3ccccc3)CC2)cc1 (stereo not given),-16,0.5,-1,-10,/,-7,/,-2,87*
CCOC(=O)N1CCC(NCCNC(=O)c2ccccc2)CC1,12&-12,0.6&-0.7,12&6,9&-3,7&-1,53*,-9&-5,0&-4,48*
CCC(C)NS(=O)(=O)c1ccc(NC(=O)C(Sc2ccccc2)c2ccccc2)cc1 (stereo not given),14,7.4,6,6,1,-4,-4,3,14
NC(=O)c1nn(-c2ccccc2)nc1NC(=O)CN1CCCC1,-2,-1.0,-3,7,3,-1,-4,-4,-15
O=C(CSc1nnnn1-c1cccc(F)c1)NC1CC1,6,-0.5,1,-25,-1,3,-8,9,-6
Cc1ccccc1-n1c(-c2ccco2)n[nH]c1=S,-1,0.1,3,5,0,-4,9,-1,3
CC(=O)Nc1ccc(NC(=O)c2c(C)nn(Cc3ccccc3Cl)c2C)cc1,1,1.2,4,2,4,3,6,-5,-7
O=C(Nc1ccccc1)c1cccc(C(F)(F)F)c1,-16,0.3,3,16,-1,-3,-9,-13,-17
Cn1c(COc2cccc3ccccc23)nnc1SCC(=O)OC1CCCCC1,21,2.9,11,4,-7,0,-21,-2,-2
O=C(CN1CCOCC1)NCc1ccccc1,/,1.0,/,24,-1,0,1,-40,-8
COc1cccc(CNc2nc(-c3cccnc3)nc3ccccc23)c1,-8,2.6,-1,17,-7,-6,-2,-16,0
N#C/C(=C\c1ccc(N2CCOCC2)c([N+](=O)[O-])c1)c1nc2ccccc2[nH]1,12,1.2,13,4,-7,-1,-16,3,-3
O=C(NCC(c1cccs1)N1CCOCC1)c1ccc(Cl)cc1 (stereo not given),-9,0.1,1,-12,-5,-3,-2,-2,-3
CCN(CC)CCCC(C)n1c2nc(=O)[nH]c(=O)c-2nc2cc(Cl)ccc21 (stereo not given),72*,150*,244*,-18,/,182*,/,23,50*
O=C(O)c1ccc(N/N=C/c2ccc(-c3ccccc3Cl)o2)cc1,37,2.2,97*,4,-23,9,5,-6,6
COc1ccc2nc(-c3ccccc3)cc(C(=O)OCC(=O)N3CCCCC3)c2c1,56*,2.7,3,-18,-2,-5,-8,0,18
COc1cc(C)cc2oc(=O)c(CC(=O)N3CCN(C(=O)C4COc5ccccc5O4)CC3)c(C)c12 (stereo not given),9,2.1,4,19,-2,-3,-24,-13,-11
CC(C)COC(=O)CCn1[nH]c(=O)c2ccccc2c1=O,-2,0.3,12,20,-5,-4,3,-4,-7
N#CC(c1ccccc1)c1ccc2c(C(F)(F)F)cc(C(F)(F)F)nc2n1 (stereo not given),14,3.1,1,16,-11,-1,-13,11,6
O=C(N1CCCCC1)C12CC3CC(CC(C3)C1)C2,-24,-0.4,9,18,6,-4,3,-12,-9
O=C(Nc1cccc(-c2ccc(N3CCOCC3)nn2)c1)c1ccccc1,35,0.8,5,5,-1,-4,0,9,6
O=C(c1cccc2ccccc12)C1CCCN(C(=O)CCCn2cncn2)C1 (stereo not given),-21,1.0,3,4,0,-6,-11,-20,0
Cc1ccc(CCNC(=O)C2CCCN(S(C)(=O)=O)C2)cc1 (stereo not given),-11,0.2,1,16,-7,-4,-3,-4,-6
O=C(NCCOC(=O)c1ccncc1)c1ccccc1,-10,-0.5,12,1,-12,1,1,11,2
CNC(=O)/C(=C\c1cccc(Oc2ccccc2)c1)NC(=O)c1ccccc1,4,1.3,1,6,-9,0,-27,4,-7
COc1ccc(CCC(=O)Nc2ccc(Cl)c(S(=O)(=O)N3CCOCC3)c2)cc1OC,9,13,6,13,/,-1,/,-19,-2
COc1ccc(S(=O)(=O)N2CCCCC2)cc1NC(=O)Cn1cnc2c1c(=O)n(C)c(=O)n2C,22,0.9,2,4,2,-1,-3,-6,-19
O=C(CN1CCCC1)N1CCCc2c1c(=O)oc1ccc(OCc3ccccc3)cc21,-4,0.7,5,15,-2,-5,-18,4,10
c1ccc(C[n+]2cccc3c4ccccc4ccc32)cc1,-11,0.0,1,13,-6,-5,-6,-8,7

# Three entries drawn at random from the list so far:
SMILES,TAAR1 antag,CHO-K1 Ca ag,TAAR1 ag,CHO-K1 Ca PAM,OXTR potentiator,M1 ag,CHO parental Ca,CHO-K1 Ca antag,CHRM1 antagonist
COc1ccc(S(=O)(=O)N2CCCCC2)cc1NC(=O)Cn1cnc2c1c(=O)n(C)c(=O)n2C,22,0.9,2,4,2,-1,-3,-6,-19
O=C(O)c1ccc(N/N=C/c2ccc(-c3ccccc3Cl)o2)cc1,37,2.2,97*,4,-23,9,5,-6,6
N#CC(c1ccccc1)c1ccc2c(C(F)(F)F)cc(C(F)(F)F)nc2n1 (stereo not given),14,3.1,1,16,-11,-1,-13,11,6

# Next results.
SMILES,TAAR1 antag,CHO-K1 Ca ag,TAAR1 ag,CHO-K1 Ca PAM,OXTR potentiator,M1 ag,CHO parental Ca,CHO-K1 Ca antag,CHRM1 antagonist
CCC(NC(=O)Nc1ncccc1C)(C(F)(F)F)C(F)(F)F,-16,5.5,2,19,0,-5,-16,2,-6
O=C(NCCCN1CCOCC1)c1cc(-c2cccs2)on1,-25,0.7,10,3,-5,-5,-7,-4,-1
COc1cccc(CC2(CO)CCCN(Cc3ccccc3Cl)C2)c1 (stereo not given),-1,0.3,6,10,-6,-7,-29,-12,-10
CCC(=O)Nc1ccc(C(=O)CN2C(=O)NC3(CCCCCC3)C2=O)cc1,-3,1.2,8,2,0,-1,-9,-14,-3
COc1ccc(Cl)cc1-c1cc(C(=O)NC2CCCCC2)[nH]n1,3,2.5,-1,8,/,-8,/,-1,-9
c1ccc(Nc2nc(-c3cccnc3)cs2)nc1,-9,0.5,4,9,-4,-2,-8,-10,-6
c1ccc2c(CNn3cnnc3)cccc2c1,-12,2.7,7,7,-16,1,4,-3,17

# Source: PubChem BioAssay
